High-throughput results: PubChem BioAssay, National Center for Advancing Translational Sciences (NCATS)
SMN2 splice enh: enhancers of SMN2 splice variant expression; HEK293 SMN2-luciferase splicing reporter, luminescence, 30-36 h; Potency, µM (titrated, usually from 46.1 µM), without a hit: at the highest dose activity change, positive = activation, most hits filed as activators; 2.8% of 210,000 active; note: % of control where 0% means no effect; nearly all actives have a fitted effect of over 55% in size
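HEK293 cells carry an SMN2 […]–luciferase reporter in which exon 7 inclusion puts luciferase in frame. Cells were plated 10-12 h before compound addition, then incubated 30-36 h at 37C. ONE-Glo luminescence was read; sodium butyrate at 4.5 mM final served as control.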
L3MBTL1 inh: blocks human L3MBTL1; AlphaScreen L3MBTL1–H3K9me1 peptide binding; Q9Y468; Potency, µM (titrated, usually from 57.1 µM), inactives show top-dose activity, negative = inhibition, hits mostly inhibitors; 0.66% of 230,000 active; note: % is set by controls: 0 for no effect and ±100 for the full control effect; nearly all actives have a fitted effect of over 60% in size
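AlphaScreen assay: L3MBTL1 (50 nM final) was preincubated 30 min at room temperature with biotinylated H3(1-15)K9me1 peptide (75 nM final), then 30 min with library compounds; streptavidin donor and nickel chelate acceptor beads (10 ug/mL final) added, 30 min dark.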
ALDH1A1 inh: inhibitors of human aldehyde dehydrogenase 1A1; P00352; 7.3% of 220,000 active; Purified ALDH1A1, NADH fluorescence, propionaldehyde substrate; Potency, µM (doses to about 75.3 µM), for the others: top-dose activity, negative = inhibition, actives largely listed as inhibitors; active = well fitted inhibition curve with a large enough effect, not every such curve was filed as active; inconclusive = small, poorly fitted or top-dose-only effect, or another doubt; inactive = no such curve, though single readings can be large or run the other way;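 note: plate controls were no enzyme wells and a reference inhibitor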
JMJD2E inh: JMJD2E (human) inhibition. B2RXH2. JMJD2E catalytic domain, FDH-coupled NADH fluorescence (FDH is formaldehyde dehydrogenase). Potency, µM (top dose mostly 57.1 µM), without a hit: top-dose activity change, negative = inhibition, most hits filed as inhibitors. 1.6% of 230,000 active; active = well fitted inhibition curve with a large enough effect, not every such curve was filed as active; inconclusive = small, poorly fitted or top-dose-only effect, or another doubt; inactive = no such curve, though single readings can be large or run the other way;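 note: 0% = wells with enzyme and -100% = buffer wells without enzyme; nearly all actives have a fitted effect of over 50% in size; many of its hits are not listed in these tables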
Target sequence (B2RXH2 1-337 limits assumed): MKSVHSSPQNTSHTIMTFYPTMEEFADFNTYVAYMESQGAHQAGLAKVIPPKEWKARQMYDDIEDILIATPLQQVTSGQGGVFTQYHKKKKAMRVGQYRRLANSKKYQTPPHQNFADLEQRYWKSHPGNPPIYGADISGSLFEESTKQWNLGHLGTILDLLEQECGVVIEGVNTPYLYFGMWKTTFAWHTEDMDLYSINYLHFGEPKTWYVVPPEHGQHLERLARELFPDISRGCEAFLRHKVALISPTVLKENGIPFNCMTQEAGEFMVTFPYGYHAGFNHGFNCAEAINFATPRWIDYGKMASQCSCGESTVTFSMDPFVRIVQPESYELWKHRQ
RECQ1 inh: blocks DNA unwinding by human RECQ1; RECQ1 DNA unwinding, red fluorescence kinetic read; Potency, µM (top dose mostly 57.3 µM), without a hit: at the highest dose activity, negative = inhibition, usual class: inhibitors; 0.54% of 240,000 active; AID 2549;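 note: plate controls were vehicle for no effect and no enzyme for full effect; nearly all actives have a fitted effect of over 30% in size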
Target sequence (P46063 whole entry, looked up): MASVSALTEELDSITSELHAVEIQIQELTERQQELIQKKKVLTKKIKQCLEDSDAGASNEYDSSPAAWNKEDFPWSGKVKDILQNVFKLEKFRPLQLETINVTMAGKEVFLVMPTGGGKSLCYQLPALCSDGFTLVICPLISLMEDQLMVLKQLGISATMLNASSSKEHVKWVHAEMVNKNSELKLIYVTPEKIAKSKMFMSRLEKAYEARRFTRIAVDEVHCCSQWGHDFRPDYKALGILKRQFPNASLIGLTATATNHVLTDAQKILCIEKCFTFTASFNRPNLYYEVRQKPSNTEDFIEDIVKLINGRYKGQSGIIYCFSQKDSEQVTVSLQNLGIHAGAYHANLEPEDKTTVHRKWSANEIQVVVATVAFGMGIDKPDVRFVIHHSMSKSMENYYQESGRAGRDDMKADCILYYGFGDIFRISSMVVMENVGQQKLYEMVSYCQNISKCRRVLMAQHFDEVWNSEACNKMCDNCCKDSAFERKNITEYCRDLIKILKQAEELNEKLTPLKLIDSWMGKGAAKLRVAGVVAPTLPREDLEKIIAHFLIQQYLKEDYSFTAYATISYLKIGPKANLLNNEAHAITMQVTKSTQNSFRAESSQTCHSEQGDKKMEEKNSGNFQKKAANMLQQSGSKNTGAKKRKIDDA
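50 nM RECQ1T1 preincubated 15 min with compound in Tris pH 8.0 buffer with MgCl2, DTT, Tween-20 and 2.5 ug/ml poly(dI-dC); started with 200 nM TAMRA/BHQ-2 forked duplex and 2 mM ATP. Unwinding read as fluorescence (525/598 nm), two reads 2 h apart.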
Luc counter: blocks Kinase-Glo luciferase, a counter-screen artifact | Kinase-Glo luciferase, ATP luminescence, 8 min | 0.28% of 200,000 active | Q27757 | Potency, µM (doses to about 38.3 µM), inactives show top-dose activity change, negative = inhibition, actives largely listed as inhibitors; note: % is set by controls: 0 for no effect and ±100 for the full control effect; nearly all actives have a fitted effect of over 60% in size
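Kinase-Glo luciferase light output from ATP and luciferin was measured with 10 uM ATP, within the enzyme's linear range. Buffer: 50 mM imidazole pH 7.2, 50 mM KCl, 7 mM MgCl2, 0.01% Tween 20, 0.05% BSA; luminescence read after 8 min at ambient temperature.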
Lamin A splicing: changes lamin A minigene splicing in HeLa cells; HeLa LMNA splicing GFP/RFP minigene ratio, 48 h; Potency, µM (series often up to 46.1 µM), inactives show at the top dose ratio change, negative = inhibition, most hits filed as inhibitors; 0.01% of 200,000 active; AID 1487; active = well fitted inhibition curve with a large enough effect in the signal ratio, with a control signal flat, not every such curve was filed as active; inconclusive = small, poorly fitted or top-dose-only effect, or effect the other way, or a change in a side signal; the % refers to the signal ratio; note: % is set by controls: 0 for no effect and ±100 for the full control effect
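Read-out is the ratio of GFP to DsRed2 object intensity, acquired by 488 nm laser-scanning cytometry on HeLa lamin A-EGFP minigene reporter cells. Compound incubation 48 hrs at 37 °C in Opti-MEM with 2% FBS; DMSO 0.5% final.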
Tau ThT inhib: inhibitors of human tau fibril formation, thioflavin T binding | recombinant tau K18 P301L (four-repeat tau fragment), heparin-induced fibrillization, ThT fluorescence | 2.1% of 270,000 active | Potency, µM (series often up to 57.4 µM), for the others: at the top dose activity, negative = inhibition, hits mostly inhibitors; note: % is set by controls: 0 for no effect and ±100 for the full control effect; nearly all actives have a fitted effect of over 55% in size
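Heparin-induced (20 uM) aggregation of recombinant human K18 P301L tau, 15 uM unlabeled with 0.24 uM labeled, pH 7 acetate buffer, 6 hr at 37 C with compound. Fibrils quantified by 30 uM ThT fluorescence after 1 hr ambient incubation.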
* hit, by the source's call; i = inactive; ? = inconclusive; . = no result given; & = joins results of further samples; [ ] = remark or other dose. Unless noted, calls come from the whole dose curve; as a rule, active = well fitted curve in the direction sought with a large enough effect; inconclusive = small, poorly fitted or top-dose-only effect, or another doubt; inactive = no such curve, though single readings can be large; an effect the other way counts as inactive or inconclusive. Potency is the fitted concentration of half-maximal effect. Only part of the results is shown (hit frequency here may not be typical).

Sequence of screens: SMN2 splice enh, L3MBTL1 inh, ALDH1A1 inh, JMJD2E inh, RECQ1 inh, Luc counter, Lamin A splicing, Tau ThT inhib
> Cn1c(=O)c2c3c(sc2n2c(SCc4ccc5c(c4)OCO5)nnc12)COC(C)(C)C3
 : -1%, 7%, -8%, -6%, -4%, -3%, -3%, -8%
> COc1cc2c(C)nc3onc(-c4ccccc4)c3c2cc1OC
 : -7%, 35%[activator][11.4 µM], ?, 1%, 11%, -5%, 7%, -1%
> CC1CCc2nn(CC(=O)NCc3ccc4c(c3)OCO4)cc2C1 (stereo unspecified)
 : -9%, -5%, ?, 4%, 2%, -4%, 2%, -9%
> COc1ccc(-n2c(Cn3c(=O)sc4ccccc43)nnc2SCC(=O)N2CCCC2)cc1
 : 8%, ., 3%, 3%, -8%, -1%, 3%, -8%
> O=C(C1CC1)N1CCc2cc(Br)cc(S(=O)(=O)N3CCCCCC3)c21
 : -36%[inhibitor], 6%, -44%, 0%, -1%, -2%, ?, -12%
> Fc1ccccc1COc1ccc(/C=N/NC(=S)NCc2ccccc2)cc1
 : -6%, 4%, 2%, 149%[activator], 0%, 1%, -9%, -8%
> COC(=O)[C@@]1(Cc2ccc(OC)cc2)[C@H]2c3cc(C(=O)N(C)C)n(CCc4c[nH]c5ccc(O)cc45)c3C[C@H]2CN1C(=O)c1ccccc1
 : 7%, ., -10%, 5%, -2%, -1%, ., -9%
> COc1ccc(-n2c(SCc3ccc([N+](=O)[O-])cc3)nnc2-c2ccc(C)cc2)cc1
 : -36%[inhibitor], -24%, 10%, 2%, 1%, 0%, -20%, 1%
> CC(=O)N1N=C(c2ccco2)CC1c1ccc(C)cc1 (stereo unspecified)
 : 12%, 7%, ?, -3%, 1%, 0%, 6%, -3%
> CC(=O)N1CCN(c2ccc(S(C)(=O)=O)cc2[N+](=O)[O-])CC1
 : -2%, 11%, 5%, 3%, i, -2%, -7%[46 µM], 1%
> CCCn1c(C)cc(C(=O)COC(=O)c2cc(S(=O)(=O)NCC(C)C)c(Cl)cc2Cl)c1C
 : ?, ., 1%, -3%, ?, -3%, ?, -17%
> COc1ccc(CCNC(=O)Cn2cc(C(F)(F)F)cc(Cl)c2=O)cc1
 : 11%, 6%, 4%, 5%, -4%, 0%, ?, -9%
> Cc1cc(C)c(C#N)c(Nc2ccc3c(c2)OCCO3)n1
 : -6%, ., ?, -19%, -6%, -1%, -1%, -8%
> O=C(c1csnn1)N1CCC2(CC1)CCN(c1ccncc1)CC2
 : -16%, ., 1%, ., -5%, -4%, ., .
> Cc1cc2c(=O)n(Cc3ccco3)c(SCC(=O)c3ccc(Cl)s3)nc2s1
 : -40%[inhibitor], 3%, 16µM*, ?, ?, 3%, 20%, ?
> COc1cc(Br)cc2cc(C(=O)N3CCN(C(=O)c4ccco4)CC3)c(=O)oc12
 : 4%, 0%, ?, -2%, -13%, -1%, -8%, 6%
> NC(=O)C1CCCNC1 (stereo unspecified)
 : ., ., ., 123%[activator], -4%, ., 0%[46 µM], ?
> CCN(c1ccccc1)S(=O)(=O)c1ccc(OC)c(NC(=O)CNCCc2ccccc2)c1
 : -68%[inhibitor], -3%, -5%, -9%, 25%, -1%, ., 4%
> CCCn1nc2cc(C(=O)NCC34CC5CC(CC(C5)C3)C4)ccc2c1OCC
 : -38%, 32%[activator], ?, ?, -2%, -5%, 15%, -12%
> CCOC(=O)COc1cc(N)c(Cl)cc1Cl
 : 0%, 20%, -5%, 10%, 0%, 3%, 12%[46 µM], -9%
> O=C(COC(=O)c1cnccn1)c1ccc(Cl)c([N+](=O)[O-])c1
 : ., -1%, ., -14%, 0%, ., ., ?
> CCOC(=O)N1CCN(C(=O)CCC2CCCC2)CC1
 : 1%, -1%, -8%, -26%, -3%, 4%, 23%[46 µM], 6%
> COc1cc(C(=O)N2CC(C)OC(C)C2)c([N+](=O)[O-])cc1OC (stereo unspecified)
 : -12%, -1%, 10%, 8%, -1%, 4%, -11%, -5%
> CCC(=O)N1C(C(=O)O)CSC1c1ccc(OC)cc1 (stereo unspecified)
 : -27%, ., 14%, -4%, -5%, 0%, 13%, -4%
> Oc1ccc(NCc2ccccc2OCc2ccccc2)cc1
 : -9%&15%, ?, 5.6µM*, 11µM*, -5%, 0%, ?, 14µM*
> CC(C)n1nc(C(=O)Nc2nnc(SCc3c(Cl)cccc3Cl)s2)c2ccccc2c1=O
 : -22%, ., ?, ?, i, -3%, -9%, -4%
> COc1ccc(C2SCCN2S(=O)(=O)c2ccccc2)cc1OC (stereo unspecified)
 : -6%, ., ?, 4%, i, -3%, -8%, -4%
> O=C(CSc1nnc(-c2ccccc2)n1C1CCCCC1)Nc1ccc(S(=O)(=O)Nc2ccccn2)cc1
 : -26%, 0%, ?, ?, i, 3%, 14%[0.0737 µM], -11%
> O=[N+]([O-])c1ccc(/C=N/NC2=NS(=O)(=O)c3ccccc32)cc1
 : 8%, -5%, -10%, -3%, 6%, -1%, ., 6%
> CCn1c(C)c(C(C)=O)c(N2CCN(C(=O)c3ccco3)CC2)nc1=S
 : ?, ., ?, 1%, 0%, 1%, -2%, -1%
> Cc1ccc([N+](=O)[O-])cc1S(=O)(=O)Nc1ccccn1
 : -4%, 35%[activator], 9%, 10%, -2%, 0%, ., 1%
> Cc1ccc(N2C(=O)CSCC2=O)cc1
 : 8%, ., 2%, 2%, -13%, 5%, -9%, -6%
> Cc1ccc(S(=O)(=O)C2(C(=O)N3CCN(C4CCCCC4)CC3)CC2)cc1
 : 11%, 6%, -2%, -2%, i, -1%, 3%, -2%
> O=C(Nc1ccccc1)N(Cc1ccccc1)C1=NCCS1
 : -1%, -1%, 3%, 4%, -5%, 8%, -3%, -11%
> CCOC(=O)c1ccccc1NC(=O)CSc1nnnn1C1CCCCC1
 : ., 7%, 3.5µM*, -8%, -7%, ., ?, 14µM*
> O=C(C1CCC1)N1CCc2cc(S(=O)(=O)NCc3ccccn3)ccc21
 : -43%[inhibitor], ., -2%, 9%, -3%, 8%, -1%, -18%
> CCN1CCN(CCNC(=O)C2CCCN(Cc3nc(-c4cccc(Cl)c4)oc3C)C2)CC1 (stereo unspecified)
 : -7%, ., 0%, 4%, -6%, -2%, -3%, -11%
> Cc1ccc(S(=O)(=O)n2nc(C)cc2C)cc1
 : -15%, ., 9%, 7%, -6%, -4%, 4%, -11%
> CC1CCCCC12NC(=O)N(CC(=O)Nc1ccccc1-c1ccccc1)C2=O (stereo unspecified)
 : 3%, -19%[11.4 µM], -1%, -2%, i, -1%, ., 9%
> Cc1ccnc2nc(C(=O)Nc3nccs3)nn12
 : ?, ., -6%, 3%, -7%, -9%, -2%, -13%
> CCOC(=O)C(NC(C)=O)(N1CCc2ccccc2C1)C(F)(F)F (stereo unspecified)
 : -9%, 7%, 7%, 4%, -12%, 11%, ?, 25µM*
> COC(=O)C1=C(C)NC(C)=C(C(=O)OC)C1c1ccccc1OCc1c(C)no[n+]1[O-]
 : 0%, -3%, -3%, ?, -3%, 1%, 4%, -9%
> COc1ccc(S(=O)(=O)Nc2ccc(C(F)(F)F)cc2)cc1OC
 : 4%, 8%, -3%, 1%, -5%, 3%, 1%, 1%
> O=C(CCC1CCCCC1)NCCN1C2=NC[C@@H](Cc3ccccc3)N2C[C@H]1Cc1ccc(O)cc1
 : ., -10%, ?, 4%, -10%, ., ., -10%
> N#Cc1c2n(c3c(=S)nc[nH]c13)CCCCC2
 : -25%, -1%, 19µM*, -22%, -4%, 5%, 13%, -9%
> COc1ccc(S(=O)(=O)Nc2ccccc2SC)cc1C
 : -17%, 13%, ?, 3%, -6%, 4%, 7%, -20%
> Cc1ccc(OCC(=O)N/N=C/c2cn(Cc3ccccc3)c3ccccc23)cc1
 : -31%[inhibitor], 5%, ?, -12%, -11%, 2%, ?, ?
> CC1CCCC(NC(=S)NC(=O)c2cncc(Br)c2)C1C (stereo unspecified)
 : -6%, -7%, ?, 4%, -9%, -5%, ?, -12%
> Cc1ccc(CC(=O)NCc2ccc(Cl)cc2)cc1
 : 12%, 1%, ?, -15%, i, 2%, -18%[46 µM], -10%
> CCOC(=O)c1c(NC(=O)COC(=O)c2ccncc2)sc(C)c1C
 : 5%, -6%, ?, -2%, -10%, -5%, ., -12%
> CCSc1ccc2cc(OC)ccc2[n+]1CC
 : -4%, ., ?, ?, -11%, 2%, ., ?
> CC(C)(C)NC(=O)Nc1ccc(Br)cc1
 : ., -3%, -8%, 5%, -25%, ., ., 3%
> CCOC(=O)C(=O)c1c(-c2ccc(C)cc2)nc2ccccn12
 : 21%, 3%, ?, 1%, -17%, 1%, 3%[46 µM], -6%
> COc1ccc(C(=O)NNC2=C(C(=O)C(F)(F)F)CCC2)cc1
 : ., -1%, 13%, ?, -6%, ., ., ?
> CC(C)(C)C(=O)N1CCC[C@@]1(CO)C(=O)O
 : 9%, 8%, 13%, 4%, -1%, -2%, -4%, 6%
> O=C(NC1CCCC1)C(c1cccnc1)N(C(=O)c1csnn1)C1CCCC1 (stereo unspecified)
 : 11%, -1%, ?, -1%, 2%, -3%, 2%, 6%
> Cc1ccc(Oc2ccccc2/C=N/O)cc1
 : 2%, -1%, 0%, 7%, -3%, -3%, ?, -14%
> COC(=O)[C@@H](Cc1c[nH]c2ccccc12)NC(=O)c1cc(=O)[nH]c2ccccc12
 : ., 8%, ., -6%, -12%, ., ., -18%
> O=C(Cc1cccc2ccccc12)N/N=C/c1ccc(OC(=O)/C=C/c2ccco2)cc1
 : -41%[inhibitor], 25µM*, 4%, 4%, -7%, -1%, ?, -7%
